Assay outcomes from PubChem BioAssay.
hcGAS inh = blocks human cGAS activity; inhibition, % at 12.5 µM; recombinant h-cGAS, ATP depletion, Kinase-Glo luminescence; 290,000 tested, 0.081% active;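 further: 0% = vehicle reaction and 100% = reaction without DNA for no activity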
Target sequence (Q8N884 whole entry, looked up): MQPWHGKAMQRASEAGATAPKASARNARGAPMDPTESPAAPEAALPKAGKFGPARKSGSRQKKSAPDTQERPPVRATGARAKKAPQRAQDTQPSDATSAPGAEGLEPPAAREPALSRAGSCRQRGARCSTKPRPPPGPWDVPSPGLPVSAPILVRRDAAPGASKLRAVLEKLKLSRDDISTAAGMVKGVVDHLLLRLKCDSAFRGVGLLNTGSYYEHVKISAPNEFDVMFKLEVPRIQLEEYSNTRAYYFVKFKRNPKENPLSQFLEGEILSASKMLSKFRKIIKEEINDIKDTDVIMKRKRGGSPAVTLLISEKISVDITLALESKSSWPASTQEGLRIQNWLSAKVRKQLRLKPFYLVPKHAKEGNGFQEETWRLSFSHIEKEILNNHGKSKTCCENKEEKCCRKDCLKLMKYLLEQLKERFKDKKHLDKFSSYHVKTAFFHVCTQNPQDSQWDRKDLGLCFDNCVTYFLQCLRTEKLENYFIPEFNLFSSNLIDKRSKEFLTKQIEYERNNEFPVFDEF
NPYLR7 agonist = activates Aedes aegypti NPYLR7 receptor | HEK293T NPYLR7/Galpha15, GCaMP6s calcium fluorescence | activation, % at 10 µM | 270,000 tested, 0.15% active | AID 1259423; in the data active means activation above about 40%;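 further: 0% = vehicle and 100% = reference agonist at the receptor; some compounds past the cut are filed as inactive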
mcGAS lum = mouse cGAS inhibition by luminescence; Q8C6L5; recombinant cGAS, Kinase-Glo ATP depletion luminescence; inhibition, % at 12.5 µM; 160,000 tested, 0.15% active; AID 1259399;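 further: 0% = negative control wells and 100% = reference inhibitor with no enzyme activity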
* marks the source's active call; other numbers are inactive results; . = not tested or not shown. Unless noted, no stated cut-off is given here; in the data, active means inhibition above about 40%; inactive means the rest. The order is random, and some 0.26% of all compounds hit somewhere here.

SMILES	hcGAS inh	NPYLR7 agonist	mcGAS lum
CCSCCOC(=O)C1=C(C)N(C)C(=O)NC1c1ccc(OCc2ccccc2)cc1 (stereo not drawn)	-10	-2	-4
COc1ccc(-c2cc(N)n(-c3ccc(C(=O)NCc4cccnc4)cc3)n2)cc1	0	6	-3
CN1CC2([N+](=O)[O-])C=CC(=O)C([N+](=O)[O-])(C1)C2C1CCCCC1=O (stereo not drawn)	3	-4	.
CC1(C(=O)NS(=O)(=O)c2ccccc2C(F)(F)F)CCN1C(=O)CC1CCCCC1 (stereo not drawn)	-7	2	.
COC(=O)c1c(NC(=O)CSc2nc3ccccc3[nH]2)sc2c1CCC(C(C)(C)C)C2 (stereo not drawn)	-7	-3	-7
C(=C\c1ccco1)/CN(Cc1cccnc1)Cc1ccc2c(c1)OCO2	-2	-1	-5
Cc1ccc(-n2nnc3c(=O)n(CC(=O)NCc4ccc5c(c4)OCO5)cnc32)cc1	0	4	.
COc1cccc(O)c1O	-13	-11	.
CCc1nc(CN(CCO)Cc2ccccc2Br)no1	-5	1	.
CCN(CC)S(=O)(=O)c1ccc(N2CCCC2=O)cc1	-16	-3	.
Cc1nc2ccccn2c(=O)c1NC(=O)c1cccc(C(F)(F)F)c1	-13	2	.
CCCS(=O)(=O)N1CCC(C(=O)O)CC1	-4	19	.
CN(Cc1n[nH]c2c1CCCCC2)c1nncc(-c2ccc(Cl)cc2)n1	-6	-5	-5
CCOC(=O)C1CCCN(CC(=O)N2N=C(c3ccc(F)cc3)CC2c2ccccc2Cl)C1 (stereo not drawn)	-5	17	-6
O=c1[nH]cnc2c1c(-c1ccccc1)cn2-c1ccc(Br)cc1	-3	-4	-6
COc1cc2c(cc1OC)C(c1cccs1)N(S(=O)(=O)c1cccs1)CC2 (stereo not drawn)	-7	3	.
CCc1nccn1CCC(=O)N1CCCC(Nc2ccc(F)cc2)C1 (stereo not drawn)	2	1	-2
O=C(CN1C(=O)c2cccc([N+](=O)[O-])c2C1=O)Nc1ccccc1F	-6	-5	-6
CC(=O)Oc1ccc(OC(C)=O)c(-c2ccccc2)c1	-2	-4	.
CC1(C)CC(c2nccn2CCCc2nn[nH]n2)CCO1 (stereo not drawn)	-5	0	.
O=C(Nc1ccc(F)cc1F)C1CCN(C(=O)c2cccnc2)CC1	-5	-3	-7
CC(=O)Nc1ccnn1C1CCN(Cc2ccccc2OC(F)F)CC1	-1	-2	0
O=S(=O)(NCCOc1ccc(-c2ccccc2)nn1)c1ccc(Cl)s1	-8	-4	-8
O=C(Nc1ccc(-c2nc3ccccc3o2)c(O)c1)c1cc([N+](=O)[O-])ccc1Cl	-6	-12	-4
COC(=O)C(C)(Cc1ccccc1)NC(=O)c1ccc(-n2nc(-c3cccc(C)c3)cc2N)cc1 (stereo not drawn)	-4	-5	-5
COc1cc(OC)cc(C(=O)N(Cc2nc3cc(C)ccc3o2)Cc2ccccc2Cl)c1	-6	6	-6
CC(c1ccon1)N(C)C(=O)c1cccc(CC2CCNCC2)c1 (stereo not drawn)	-3	3	-18
CCCCCCCCc1ccc(-c2ccc(C(=O)Nc3ccc(NCc4ccccc4)c4c3C(=O)c3ccccc3C4=O)cc2)cc1	-3	-13	0
CS(=O)(=O)c1ccc(N2CCCC(CO)C2)c(S(C)(=O)=O)c1 (stereo not drawn)	-6	10	-15
CCN(C1CCS(=O)(=O)C1)S(=O)(=O)c1ccc(Br)s1 (stereo not drawn)	-6	7	.

Compound profiles (already shown). Order of screens: hcGAS inh	NPYLR7 agonist	mcGAS lum
O=C(Nc1ccc(-c2nc3ccccc3o2)c(O)c1)c1cc([N+](=O)[O-])ccc1Cl is entered as -6	-12	-4
COC(=O)C(C)(Cc1ccccc1)NC(=O)c1ccc(-n2nc(-c3cccc(C)c3)cc2N)cc1 (stereo not drawn) is entered as -4	-5	-5
CCCCCCCCc1ccc(-c2ccc(C(=O)Nc3ccc(NCc4ccccc4)c4c3C(=O)c3ccccc3C4=O)cc2)cc1 is entered as -3	-13	0
COc1cc(OC)cc(C(=O)N(Cc2nc3cc(C)ccc3o2)Cc2ccccc2Cl)c1 is entered as -6	6	-6
O=C(Nc1ccc(F)cc1F)C1CCN(C(=O)c2cccnc2)CC1 is entered as -5	-3	-7

Remaining list, next part.
SMILES	hcGAS inh	NPYLR7 agonist	mcGAS lum
Cc1ccc(-c2n[nH]c(=S)n2CC(=O)NC(C)c2ccc(Cl)cc2Cl)cc1 (stereo not drawn)	-3	-3	.
CCC1CCCCC1NS(=O)(=O)c1ccccc1Cl (stereo not drawn)	-2	-3	.
Cc1nc(SCCN2C(=O)c3ccccc3C2=O)c2c3c(sc2n1)CCCC3	-6	-7	-5
CC1CN(c2ncnc3c2cnn3CCNC(=O)c2c(F)cccc2Cl)CC(C)O1 (stereo not drawn)	-11	-1	-9
O=C(CSc1nnc(-c2ccncc2)n1CC(F)(F)F)NCC1CC1	-6	16	-18
O=C(Oc1coc(CSc2ncccn2)cc1=O)c1ccc(S(=O)(=O)N2CCCCC2)cc1	-1	-17	-2
COCCCN(Cc1cccn1Cc1cccc(F)c1)CC(O)Cc1ccccc1 (stereo not drawn)	-2	-6	-3
Cc1ccc(O)c(CN(C)Cc2cccc3ncccc23)c1	-5	0	.
CCC(C)NC(=O)c1cc(-c2ccc(OC)cc2)nc2cc(-c3ccccc3)nn12 (stereo not drawn)	-5	7	-9
COC(=O)c1ccc(CN(Cc2ccc(OC)cc2)CC2CCCO2)o1 (stereo not drawn)	-7	-5	.
COc1ccc(N2CCN(C(=O)c3csc(CSc4nnc(-c5ccncc5)n4-c4ccccc4Cl)n3)CC2)cc1	-10	3	-6
CC1(C)CC(Nc2nnc(-c3ccccc3)s2)CC(C)(C)N1	-11	0	.
CCCNC(=O)C(NC(=O)CC(C)C)C1CCN(C(=O)c2cccs2)CC1 (stereo not drawn)	-4	-2	-5
O=C(NC(c1ccc(F)cc1)c1ccc(SCc2ccccc2)cc1)C1CC1(c1ccccc1)c1ccccc1 (stereo not drawn)	-8	-6	-6
CC(OC(=O)c1n[nH]c2ccccc12)C(=O)N(C)C1(C#N)CCCCC1 (stereo not drawn)	-4	5	.
O=C(COc1ccc(Cl)cc1)N1CCc2ccccc2C1c1ccc(Cl)cc1 (stereo not drawn)	-6	-3	-7
COc1ccc(-c2cn[nH]c2-c2ccc(OCCN3CCCCC3)cc2O)cc1OC	-9	1	-8
CCCc1cc(C2CCCN2C(=O)Nc2cc(Cl)c(OC)cc2OC)no1 (stereo not drawn)	-6	-3	.
O=C(O)c1ccc(Oc2nc(Cc3ccccc3)ns2)cc1	-1	-11	.
COC(=O)c1cc(C)nc(Nc2nc(C(N)Cc3ccc(F)cc3)cs2)n1 (stereo not drawn)	-3	-3	-6
Cc1cnc(CN(C)C(=O)CC2COc3ccc(C(=O)N(C)C)cc3N2C)[nH]1 (stereo not drawn)	2	0	.
CC(C)N(C)Cc1nnnn1CC(=O)N1CCCCC1c1ccc(F)cc1 (stereo not drawn)	-5	14	.
O=C(NC1CCCCC1)c1cc(-c2ccc(Cl)s2)nc2ccccc12	-6	2	-8
CCOC(=O)C1(CCOC)CCN(C(=O)CCn2c(C)nc3ccccc32)CC1	-6	5	.
COc1cc2c(cc1OC)C(CNC(=O)c1ccco1)N(C(=O)Nc1cccc(F)c1)CC2 (stereo not drawn)	-8	.	-6
CCOc1ccc(NC(=O)N2CCc3ccccc3C2c2ccc(Cl)cc2)cc1 (stereo not drawn)	-6	0	-6
COc1ccc(-c2ccc(=O)n(CCNC(=O)c3sc(C)nc3C)n2)cc1	0	4	-5
CC(=O)Nc1ccc(CN2CCC2(C)C(=O)Nc2ccc3c(c2)OCCO3)cc1 (stereo not drawn)	-5	-2	.
COc1ccc(-c2c(=O)n(OCc3ccccc3Cl)c3ccccc3[n+]2[O-])cc1OC	-12	-5	.
CCCC(CCC)C(=O)NCCn1ncc2c(NC(C)C)nc(SCC)nc21	6	-4	-7
CC(C)COc1ccc(NC(=O)c2nn(C)c(=O)c3ccccc23)cc1Cl	-4	-3	-15
CCCCCn1c(SCCN2CCOCC2)nc2c1c(=O)[nH]c(=O)n2C	-2	10	.
COc1ccc(-c2noc(CSc3nnc(C4CC4)n3C)n2)cc1OC	1	8	1
Cc1ccc(S(=O)(=O)N(C)CC(=O)NNC(=O)c2sc3ccccc3c2C)cc1	-3	6	-9
Cc1onc(-c2ccccc2Cl)c1C(=O)OCN1C(=O)c2ccccc2C1=O	-2	8	-6
COc1cccc(NC(=S)N2CC(=O)N3CCc4cc(C)ccc4C3C2)c1 (stereo not drawn)	-10	29	-7
C[C@@H]1CN(C[C@@H]2CN(C(=O)c3noc4c3CCCC4)C[C@@H]2CO)C[C@H](C)O1	-8	.	-3
CCN(Cc1nc(COC)no1)C(=O)C1CCCO1 (stereo not drawn)	-6	-1	-11
CCOC(=O)Nc1ccc2c(c1)C(=O)N(C)c1ccccc1O2	-1	5	.
COc1cccc(C(=O)N(CCN2CCOCC2)Cc2nccn2Cc2ccccc2F)c1	-4	15	-4
CC(C)CC(NC1CSCCSC1)c1cccnc1 (stereo not drawn)	0	-2	.
Cc1noc(-c2ccco2)c1C(=O)NCc1cccnc1	-4	14	-4
CNc1nc2cnc(-c3ccc(OC)c(OC)c3)cc2n1Cc1ccccc1	-5	32	-7
CCOC(=O)c1cc(-c2cccc(NC(=O)c3ccno3)c2)n(-c2ccc(F)cc2)n1	-3	22	-1
Cc1ccc(NC(=O)c2cc(-c3cccs3)nn2-c2ccc(F)cc2)cc1C	-5	10	-3
COCC(=O)Nc1cccc(NC(=O)N2CC3CC4CC(C3)CC2C4)c1	-4	8	-14
CC1(C(=O)N2Cc3ccccc3C2)CCN1C(=O)c1cccc(F)c1 (stereo not drawn)	-10	3	.
COc1nc(-c2ccc(C)cc2)n(-c2ccc(NC(=O)c3ccccc3C)cc2)n1	-5	28	-7
Cc1cc(C(=O)NC2CCCN(Cc3ccccc3F)C2)c2ccccc2n1 (stereo not drawn)	-11	2	.
O=C(NC12CC3CC(CC(C3)C1)C2)c1cc2nc(-c3ccccc3)cc(C(F)(F)F)n2n1	-1	-11	-7

In the list so far, 9 have an aryl thioether with sulfur outside any ring:
SMILES	hcGAS inh	NPYLR7 agonist	mcGAS lum
COC(=O)c1c(NC(=O)CSc2nc3ccccc3[nH]2)sc2c1CCC(C(C)(C)C)C2 (stereo not drawn)	-7	-3	-7
Cc1nc(SCCN2C(=O)c3ccccc3C2=O)c2c3c(sc2n1)CCCC3	-6	-7	-5
O=C(CSc1nnc(-c2ccncc2)n1CC(F)(F)F)NCC1CC1	-6	16	-18
O=C(Oc1coc(CSc2ncccn2)cc1=O)c1ccc(S(=O)(=O)N2CCCCC2)cc1	-1	-17	-2
COc1ccc(N2CCN(C(=O)c3csc(CSc4nnc(-c5ccncc5)n4-c4ccccc4Cl)n3)CC2)cc1	-10	3	-6
O=C(NC(c1ccc(F)cc1)c1ccc(SCc2ccccc2)cc1)C1CC1(c1ccccc1)c1ccccc1 (stereo not drawn)	-8	-6	-6
CCCC(CCC)C(=O)NCCn1ncc2c(NC(C)C)nc(SCC)nc21	6	-4	-7
CCCCCn1c(SCCN2CCOCC2)nc2c1c(=O)[nH]c(=O)n2C	-2	10	.
COc1ccc(-c2noc(CSc3nnc(C4CC4)n3C)n2)cc1OC	1	8	1

New compounds follow:
SMILES	hcGAS inh	NPYLR7 agonist	mcGAS lum
COc1cc2c(cc1OC)C(CNC(=O)c1ccc(F)cc1)N(C(=O)NC(C)(C)C)CC2 (stereo not drawn)	-3	0	-5
CN(C)c1ccc(NC(=O)C2CCC2)cc1CN(C(=O)c1cccs1)C1CCCCC1	-7	-4	-5
O=c1ccc2c3occ(O)c3c3occ(O)c3c2o1	16	2	17
O=C1c2ccccc2C(=O)N1CCCCN(C(=O)COc1ccccc1)c1ccc(Cl)cc1	-8	-3	.
